# NR2E3 ag-1 – inhibitors of NR2E3-RetCOR corepressor binding, primary screen, NR2E3 agonist project, biochemical, TR-FRET, GST-NR2E3, biotin-RetCOR. Photoreceptor-specific nuclear receptor (Homo sapiens), Q9Y5X4. 1536-well. inhibition of corepressor binding, % at 4.78 µM. 320,000 compounds, 0.12% hits. AID 2300, 2010;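 active means percent inhibition above the cutoff of mean plus 3 SD of all tested compounds, set per screening campaign, cut at about 20% in these data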;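 further: 0% = DMSO wells and 100% = biotin wells as full block of FRET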
#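 Assay system: NR2E3–RetCOR corepressor complex. Quantity: 1.35 nM GST-NR2E3. Buffer or medium: pH 7.5 Tris-based buffer. Reagent: biotinylated RetCOR corepressor at 7 nM final. Schedule: 5 h at 4 °C. Detection: TR-FRET, emission read at 617 and 671 nm. Replicates: one well per compound, singlicate testing.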
# Shn3 inh set2 – reduction of Shn3 3'UTR firefly luciferase signal, primary screen, Schnurri-3 inhibitor project, cell-based, Clone20 osteoblasts, set 2; Clone20 osteoblast Shn3 3'UTR firefly luciferase, 24 h; inhibition, % at 12.5 µM; AID 588674, 2011; 360,000 compounds, 0.52% hits;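 active means mean inhibition of at least 75% with every replicate also reaching 75%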;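 further: 0% = median of neutral control wells and 100% = pilot-screen positive control compound; some compounds past the cut are filed as inactive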
# hiPSC survival – enhancers of single-cell hiPSC survival, primary screen, ATPlite luminescence; 100% = ROCK inhibitor wells, 0% = DMSO; survival enhancement, % at 20 µM; 360,000 compounds, 0.044% hits; in the data active means survival enhancement above about 18%;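 further: cells exposed to compounds for 16 hours before the ATP read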
# NR2E3 ag-2 – NR2E3 agonists in two-hybrid cells, primary screen, cell-based, luminescence, CHO-S, Gal4-NCOR/VP16-NR2E3; 360,000 compounds, 0.35% hits; luciferase; Photoreceptor-specific nuclear receptor (Homo sapiens), Q9Y5X4; AID 602229, 2012; inhibition of corepressor binding, % at 3.98 µM;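 active means inhibition above the mean of all tested compounds plus 3 SD, cut at about 70% in these data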;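 further: 0% = DMSO with NR2E3 transfected cells and 100% = cells lacking NR2E3 construct; higher means lower luciferase signal from less NR2E3 corepressor binding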
# PDI inh – inhibitors of human PDI, primary screen, biochemical, turbidity, single point, plate reader | Protein disulfide-isomerase (Homo sapiens), P07237 | PDI insulin aggregation turbidity, A650, 90 min | inhibition, % at 10 µM | 350,000 compounds, 0.052% hits;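 active means mean inhibition across replicates of 30% or more, whatever share of single replicates reach that level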;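 further: absorbance from insulin aggregation driven by PDI reduction with DTT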
# Target sequence (P07237 whole entry, looked up): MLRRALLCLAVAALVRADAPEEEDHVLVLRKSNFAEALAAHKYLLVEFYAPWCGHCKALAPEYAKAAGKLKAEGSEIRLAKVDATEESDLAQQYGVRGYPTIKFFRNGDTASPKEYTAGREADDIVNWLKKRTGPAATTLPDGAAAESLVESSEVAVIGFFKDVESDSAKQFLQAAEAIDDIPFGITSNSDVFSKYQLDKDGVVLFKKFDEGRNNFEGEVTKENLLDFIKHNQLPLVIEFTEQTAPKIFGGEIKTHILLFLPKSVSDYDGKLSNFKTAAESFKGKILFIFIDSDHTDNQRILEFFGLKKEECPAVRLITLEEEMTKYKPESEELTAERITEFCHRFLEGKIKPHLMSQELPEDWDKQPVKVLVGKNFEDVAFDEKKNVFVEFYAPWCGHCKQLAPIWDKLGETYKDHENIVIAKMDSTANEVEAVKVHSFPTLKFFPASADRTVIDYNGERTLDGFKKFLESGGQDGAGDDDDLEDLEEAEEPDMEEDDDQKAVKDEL
# HIF-2a block – HIF-2a reporter inhibitors, primary screen, luminescence, 786-0 RCC cells. 360,000 compounds, 0.72% hits. AID 624352, 2012. inhibition, % at 18.8 µM. 786-0 RCC cells HIF-2a reporter, luciferase luminescence, overnight;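 active means inhibition of the luminescence signal of 40% or more relative to plate controls, in a single-dose primary screen at 18.75 µM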
# CaV13 ICDI inh – Disruptors of the CACNA1D IQ motif to Ca2+-dependent inactivation inhibitor domain association, primary screening, Förster resonance energy transfer in intact living …; HEK cells, CFP/YFP FRET ICDI-IQ, plate reader, 10 min; percent FRET-ratio fall versus neutral wells; 340,000 compounds, 0.098% hits; inhibition, % at 12.3 µM; AID 743397;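 active means mean replicate inhibition of at least 30% and at least 1% of replicates passing that level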;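 further: 0% = median of the neutral control wells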
# m5-HT2A agonist – mouse Htr2a agonists via beta-arrestin recruitment, primary screen, cell-based, luminescence | 5-hydroxytryptamine receptor 2A (Mus musculus), P35363 | CHO-K1 mHTR2A beta-arrestin complementation; percent of 30 µM serotonin response | activation, % at 7.6 µM | 360,000 compounds, 0.66% hits | AID 624169, 2012;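 active means activation above a run cutoff, the mean activation of all tested compounds plus 3 SD, cut at about 14% in these data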;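 further: 0% = plate median of compound wells and 100% = 30 µM serotonin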
# H9c2 protect – cardioprotection against H2O2-induced cell death, primary screen, uHTS, H9c2 cells, ATPLite luminescence; protection from H2O2 cell death, % at 20 µM; 360,000 compounds, 0.63% hits; H9c2 cardiomyocytes, H2O2 injury protection, 2 h;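 active means compounds giving at least 50% protection of heart cells from peroxide-induced death in the single-dose screen, raw or plate-pattern-corrected value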;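 further: 0% = DMSO wells with peroxide and 100% = DMSO wells without peroxide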
# Peg3 prom inh – Peg3 promoter-driven luciferase inhibitors, primary screen, cell-based, HeLa, luciferase luminescence; AID 588405, 2011; HeLa PEG-Prom luciferase reporter, overnight; inhibition, % at 20 µM; 360,000 compounds, 1.7% hits;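 active means inhibition of at least 50% at 20 µM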
# TRPM1 prom inh – inhibitors of MITF-dependent TRPM1 promoter reporter, primary screen, cell-based, SK-MEL-5, single point, luciferase; SK-MEL-5 TRPM1 promoter luciferase, 24 h; inhibition, % at 12.5 µM; 330,000 compounds, 0.83% hits;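 active means mean inhibition across replicates of 60% or more, whatever share of single replicates reaches that level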; further: values of inactives mirror those of a sister screen read the other way
# * = called active by the depositor; / = no result given.
cpd | compound | NR2E3 ag-1 | Shn3 inh set2 | hiPSC survival | NR2E3 ag-2 | PDI inh | HIF-2a block | CaV13 ICDI inh | m5-HT2A agonist | H9c2 protect | Peg3 prom inh | TRPM1 prom inh
1 | COc1ccc(NC(=O)/C(C#N)=C/c2cc(C)n(-c3ccc(N4CCOCC4)c([N+](=O)[O-])c3)c2C)cc1 | -3 | 73 | 1.1 | -22 | -1 | 4 | -5 | -1 | -3 | 19 | 41
2 | C/C(=N/NC(=O)CNC(=O)COc1cccc(C)c1)c1ccc(Cl)cc1 | 1 | 4 | -0.5 | -6 | -6 | 4 | -4 | 2 | 3 | 7 | 1
3 | O=C(CSC1=NCCS1)Nc1ccc(S(=O)(=O)NC2CCCCC2)cc1 | -1 | -19 | -2.8 | -38 | -3 | -11 | -9 | 1 | -13 | 11 | -1
4 | CCOC(=O)c1cccc(NS(=O)(=O)c2ccc(NC(C)=O)cc2)c1 | -2 | 54 | 0.0 | 13 | 1 | 16 | -6 | 2 | -12 | 10 | 5
5 | CSc1nncc(/C(C)=N\Nc2ccccc2C)n1 | 0 | -30 | 3.2 | -16 | -3 | -101 | -5 | 1 | 4 | -80 | -1
6 | Cc1nccc(-c2cccc(N/N=C(\C#N)C(=O)c3ccccc3)c2)n1 | 3 | 11 | -0.9 | 8 | -1 | 22 | -2 | 3 | -4 | 42 | 8
7 | CCn1cc(C(=O)N[C@H](C)c2ccccc2)c(=O)c2cc(F)c(N3CCN(C)CC3)cc21 | 3 | -5 | -1.1 | -42 | -4 | 14 | -7 | -5 | 36 | 26 | 14
8 | Cn1cnnc1SCC(=O)N1CCc2ccccc2C1 | / | -10 | -1.0 | -19 | 7 | 6 | -7 | 4 | 2 | -9 | /
9 | CN[C@H](CC(=O)O)C(=O)O | 0 | -4 | 1.2 | -37 | -2 | -1 | -5 | -5 | -7 | -3 | 6
10 | CCN(C1CCCCC1)S(=O)(=O)c1ccc(-n2cnnn2)c(C)c1 | 6 | -4 | -0.4 | -30 | 1 | 12 | -1 | 1 | -2 | 11 | -1
11 | COc1ccc(Oc2c(-c3ccc(O)cc3O)n[nH]c2C)cc1 | -2 | 12 | -1.1 | -33 | 2 | 10 | -4 | 4 | -3 | 20 | 6
12 | O=C(NCC1COc2ccccc2O1)c1ccc(Cl)cc1 (configuration not stated) | 1 | -62 | 2.1 | -140 | -6 | -168 | -6 | -4 | -2 | -281 | -59
13 | Cc1cccc(OC(=O)c2cccnc2)c1 | 0 | 6 | -0.4 | -8 | 2 | 25 | / | -2 | 1 | 22 | 6
14 | COc1cc(CNc2ncnc3c2ncn3[C@H]2CN(CCc3ccccc3)C[C@@H](CO)O2)cc(OC)c1OC | / | 2 | -1.4 | -11 | -3 | 11 | -3 | -1 | -3 | 19 | /
15 | COc1ccc(C2CC(C)(c3ccc(OC)cc3OC)Nc3ccccc3N2)c(OC)c1 (configuration not stated) | 6 | 10 | -0.1 | 20 | -3 | 9 | -7 | 7 | -7 | -1 | 7
16 | CCOc1ccc(C(=O)COC(=O)CNC(=O)C2CCCCC2)cc1 | 2 | 1 | -0.2 | -3 | 0 | -14 | -2 | -5 | -5 | 4 | -3
17 | O=C(NNC(=O)c1ccc(O)cc1O)c1ccc(Cl)cc1 | 3 | -34 | -0.6 | -21 | 4 | -46 | 0 | 2 | 19 | -26 | -17
18 | CCSc1nc2c(c(=O)[nH]c(=O)n2C)n1C/C=C(/C)Cl | -1 | 5 | 0.0 | 1 | -3 | 15 | -2 | -1 | -2 | -2 | 4
19 | O=C(O)CSc1nc2ccccc2n1-c1ccccc1 | 1 | -22 | -0.4 | 18 | -6 | 16 | / | 6 | 2 | 6 | 10
20 | O=C1NC[C@H](CCCCN2C[C@H](Cc3ccccc3)N(CCc3ccccc3)C(=O)C2=O)N(CC2CCCCC2)C1=O | / | / | -0.4 | 7 | / | -2 | -7 | 1 | / | / | /
21 | Cn1c(N)c(C(=O)COC(=O)Cc2cccc(C(F)(F)F)c2)c(=O)n(C)c1=O | / | -6 | -0.1 | -45 | 0 | -4 | -5 | 4 | -4 | -1 | -4
22 | COC(=O)C1C2CC3c4[nH]c5cc(OC)ccc5c4CCN3CC2CC(OC2CCCCO2)C1OC (configuration not stated) | / | 43 | -1.2 | 1 | 11 | 4 | -7 | 6 | 12 | -27 | /
23 | CN(Cc1cc(=O)[nH]c2ccccc12)C(=O)c1ccccc1 | 3 | -18 | 0.0 | -22 | 3 | -22 | -7 | 3 | 3 | -20 | 0

# Quoted from above, nos. 13–23
cpd | compound | NR2E3 ag-1 | Shn3 inh set2 | hiPSC survival | NR2E3 ag-2 | PDI inh | HIF-2a block | CaV13 ICDI inh | m5-HT2A agonist | H9c2 protect | Peg3 prom inh | TRPM1 prom inh
13 | Cc1cccc(OC(=O)c2cccnc2)c1 | 0 | 6 | -0.4 | -8 | 2 | 25 | / | -2 | 1 | 22 | 6
14 | COc1cc(CNc2ncnc3c2ncn3[C@H]2CN(CCc3ccccc3)C[C@@H](CO)O2)cc(OC)c1OC | / | 2 | -1.4 | -11 | -3 | 11 | -3 | -1 | -3 | 19 | /
15 | COc1ccc(C2CC(C)(c3ccc(OC)cc3OC)Nc3ccccc3N2)c(OC)c1 (configuration not stated) | 6 | 10 | -0.1 | 20 | -3 | 9 | -7 | 7 | -7 | -1 | 7
16 | CCOc1ccc(C(=O)COC(=O)CNC(=O)C2CCCCC2)cc1 | 2 | 1 | -0.2 | -3 | 0 | -14 | -2 | -5 | -5 | 4 | -3
17 | O=C(NNC(=O)c1ccc(O)cc1O)c1ccc(Cl)cc1 | 3 | -34 | -0.6 | -21 | 4 | -46 | 0 | 2 | 19 | -26 | -17
18 | CCSc1nc2c(c(=O)[nH]c(=O)n2C)n1C/C=C(/C)Cl | -1 | 5 | 0.0 | 1 | -3 | 15 | -2 | -1 | -2 | -2 | 4
19 | O=C(O)CSc1nc2ccccc2n1-c1ccccc1 | 1 | -22 | -0.4 | 18 | -6 | 16 | / | 6 | 2 | 6 | 10
20 | O=C1NC[C@H](CCCCN2C[C@H](Cc3ccccc3)N(CCc3ccccc3)C(=O)C2=O)N(CC2CCCCC2)C1=O | / | / | -0.4 | 7 | / | -2 | -7 | 1 | / | / | /
21 | Cn1c(N)c(C(=O)COC(=O)Cc2cccc(C(F)(F)F)c2)c(=O)n(C)c1=O | / | -6 | -0.1 | -45 | 0 | -4 | -5 | 4 | -4 | -1 | -4
22 | COC(=O)C1C2CC3c4[nH]c5cc(OC)ccc5c4CCN3CC2CC(OC2CCCCO2)C1OC (configuration not stated) | / | 43 | -1.2 | 1 | 11 | 4 | -7 | 6 | 12 | -27 | /
23 | CN(Cc1cc(=O)[nH]c2ccccc12)C(=O)c1ccccc1 | 3 | -18 | 0.0 | -22 | 3 | -22 | -7 | 3 | 3 | -20 | 0
